KDM5B inhibitor: KDM5B demethylase inhibition | Q9UGL1 | KDM5B demethylase, FDH-coupled NADH fluorescence (FDH is formaldehyde dehydrogenase) | Potency, µM (titrated, usually from 57.7 µM), for the others: at the top dose activity change, negative = inhibition, most hits filed as inhibitors | hit rate 2.6% among 220,000 | AID 1347165; active means well fitted inhibition curve with a large enough effect; inconclusive means small, poorly fitted or top-dose-only effect; inactive means no such curve, though single readings can be large or run the other way; further: 0% is about no effect; nearly all actives have a fitted effect of over 70% in size
Target sequence (Q9UGL1 whole entry, looked up): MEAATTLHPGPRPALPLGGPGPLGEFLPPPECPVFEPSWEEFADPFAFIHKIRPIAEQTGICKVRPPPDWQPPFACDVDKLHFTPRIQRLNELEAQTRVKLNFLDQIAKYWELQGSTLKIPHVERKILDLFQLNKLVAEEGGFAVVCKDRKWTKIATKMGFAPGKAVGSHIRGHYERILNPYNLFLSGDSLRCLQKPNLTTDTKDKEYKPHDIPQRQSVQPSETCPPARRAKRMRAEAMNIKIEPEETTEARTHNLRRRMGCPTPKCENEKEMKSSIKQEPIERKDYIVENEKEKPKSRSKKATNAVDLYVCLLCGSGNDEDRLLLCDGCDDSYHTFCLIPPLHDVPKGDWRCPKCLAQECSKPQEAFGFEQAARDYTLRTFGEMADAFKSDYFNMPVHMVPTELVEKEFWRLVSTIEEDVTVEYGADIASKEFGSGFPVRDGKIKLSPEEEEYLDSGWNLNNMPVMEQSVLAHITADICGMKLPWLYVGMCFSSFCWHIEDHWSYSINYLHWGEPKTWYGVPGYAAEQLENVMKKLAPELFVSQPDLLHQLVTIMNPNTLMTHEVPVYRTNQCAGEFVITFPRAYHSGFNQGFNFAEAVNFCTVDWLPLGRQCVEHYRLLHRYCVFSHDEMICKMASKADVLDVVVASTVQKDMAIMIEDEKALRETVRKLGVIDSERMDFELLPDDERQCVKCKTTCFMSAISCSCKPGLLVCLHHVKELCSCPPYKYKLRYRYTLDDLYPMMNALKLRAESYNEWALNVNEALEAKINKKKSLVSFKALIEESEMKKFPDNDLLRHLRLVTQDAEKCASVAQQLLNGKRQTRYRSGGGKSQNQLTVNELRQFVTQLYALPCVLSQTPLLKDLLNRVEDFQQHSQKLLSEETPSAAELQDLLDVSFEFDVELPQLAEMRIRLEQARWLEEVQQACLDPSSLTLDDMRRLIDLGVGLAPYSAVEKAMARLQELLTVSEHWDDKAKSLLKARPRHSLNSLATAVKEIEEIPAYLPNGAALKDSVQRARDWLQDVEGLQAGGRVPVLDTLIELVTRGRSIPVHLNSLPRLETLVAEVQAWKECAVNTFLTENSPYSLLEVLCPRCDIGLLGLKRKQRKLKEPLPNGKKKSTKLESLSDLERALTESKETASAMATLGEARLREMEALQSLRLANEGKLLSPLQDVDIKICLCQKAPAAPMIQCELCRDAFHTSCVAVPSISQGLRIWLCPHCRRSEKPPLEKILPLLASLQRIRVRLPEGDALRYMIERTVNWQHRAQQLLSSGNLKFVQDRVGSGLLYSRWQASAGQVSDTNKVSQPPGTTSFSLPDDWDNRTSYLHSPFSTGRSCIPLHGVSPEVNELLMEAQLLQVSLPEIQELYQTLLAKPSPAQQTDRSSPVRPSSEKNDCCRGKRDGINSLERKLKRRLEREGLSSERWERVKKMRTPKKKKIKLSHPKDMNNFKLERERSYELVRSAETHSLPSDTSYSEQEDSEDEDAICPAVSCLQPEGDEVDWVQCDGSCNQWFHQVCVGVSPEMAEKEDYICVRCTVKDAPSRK
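KDM5BΔAP (200 nM final) in 50 mM HEPES pH 7.5, 0.01% Tween-20 was preincubated 10 min at RT with compound over a concentration range. Substrate mix (H3K4me3 12.5 µM, α-KG 25 µM, Fe²⁺, ascorbate, NAD⁺, FDH) was added, and NADH fluorescence change over 30 min gave dose-response curves.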
Starred values were filed as active, the others as inactive; ? = inconclusive; & = joins results of further samples; [ ] = remark or other dose. Potency means the concentration at half of the fitted maximal effect.

SMILES	KDM5B inhibitor
CCOc1ccc(CC(=O)Nc2cccc3cccnc23)cc1	3.3%
CC(=O)Nc1ccc(SCCS(=O)c2ccccc2)cc1 (stereo not drawn)	19.9%
Cc1c(S(=O)(=O)c2ccc(Br)cc2)nnn1-c1ccc(Br)cc1	-6.0%
CC(C)c1ccccc1NC(=O)COC(=O)c1ccc2ccccc2n1	-29.5%
Cc1nc2c(c(NCCc3cnn(-c4ccccc4)c3)n1)CCNCC2	3.2%
CCOC(=O)c1ccc(NC(=O)CCn2ccn3nc4c(c3c2=O)CCCC4)cc1	34.2%
O=C(N1CCOCC1)N1CCCCC1c1nnc2n1CCNC2 (stereo not drawn)	-29.7%[149 µM]
COc1ccc(-c2cc3ccccc3c(=O)o2)cc1	?
COc1ccc(-c2cc(-c3nc(-c4ccccc4)no3)[nH]n2)c(OC)c1	-9.0%
Oc1ccc(C=NCCc2ccccc2)cc1	-24.9%
CC(C)C(=O)N[C@H]1[C@H](O)[C@H](O)C[C@@H]1c1ccc(N2CCOCC2)nc1	39.8µM*
CCN(CC)C(=O)[C@@H]1CCC[C@@H](NCc2cccc3c2OCO3)CN(C)C(=O)C1	1.3%[86.2 µM]
COc1ccc2c(COC(=O)CCCN=C3NS(=O)(=O)c4ccccc43)cc(=O)oc2c1	?
CCC12CC3CC(C1)CC(C(=O)NNC(N)=O)(C3)C2	22.8%
CC(Oc1cccc(Cl)c1)C(=O)Nc1ccc(S(N)(=O)=O)cc1 (stereo not drawn)	16.1%

The last 2 records of the section above open the next one:
SMILES	KDM5B inhibitor
CCC12CC3CC(C1)CC(C(=O)NNC(N)=O)(C3)C2	22.8%
CC(Oc1cccc(Cl)c1)C(=O)Nc1ccc(S(N)(=O)=O)cc1 (stereo not drawn)	16.1%
CC(C)CNC(=O)C1N(C(C)C)C(=O)C12CCCC2 (stereo not drawn)	26.5%
CC(C)Oc1ccc2c(NC(=O)[C@H]3CCCO3)nn(CC(F)(F)F)c2c1	-23.9%
Cc1cc(C(=O)N2CCCCCCNC(=O)[C@@H]3C[C@@H](c4nc(Cc5ccccc5)no4)C[C@@H]32)nn1C	-21.2%
Cc1ccc(N(C)S(=O)(=O)c2cc3c(cc2Cl)Oc2ccc(C)cc2NC3=O)cc1	-16.8%
CCN1CCN(C(=O)CCCn2nc(C)c3c(C)n(-c4ccc(C)cc4)nc3c2=O)CC1	-11.4%
Cc1ccc(NC(=O)CN2C(=O)NC3(CCCCC3)C2=O)cc1C	?
O=C(CSc1nnc(CNC(=O)c2cccc(C(F)(F)F)c2)o1)NCC1CCCO1 (stereo not drawn)	11.0%
O=C(CCC[C@@H]1[C@H]2CCCN3CCC[C@@H](CN1C(=O)c1cccnc1)[C@@H]23)NCCCN1CCCC1=O	-29.1%
COc1ccccc1NC(=O)c1ccc(C)c(S(=O)(=O)N2CCCCC2)c1	?
FC(F)(F)c1cccnc1Oc1ccc(C2=NCCS2)cc1	13.8%
C[C@@H]1CN(C(=O)c2ccc(Cn3cccn3)o2)CC[C@]1(C)O	0.9%
Cc1cc(C)nc(/N=C(\N)Nc2cccc(OCc3ccccc3)c2)n1	20.3%
Cc1cc(C)n(Cc2ccc(C(=O)N/N=C/c3ccc(-c4ccc([N+](=O)[O-])cc4)o3)o2)n1	-0.9%
Cc1ccc(-c2cnc(CCC(=O)NCc3ccc(F)c(C)c3)o2)cc1	13.3%
CC(C)c1noc(-c2cn(C3CCCN(C(=O)c4ccc(C(C)(C)C)cc4)C3)nn2)n1 (stereo not drawn)	-10.3%
Cc1cnc(CCNS(=O)(=O)c2ccccc2)n1CC1CC1	24.6%
CCCCc1ccc(NC(=O)CC)cc1	8.9%
CC(C(=O)O)n1ncc2ccccc2c1=O (stereo not drawn)	-0.6%
COc1ccc(-c2cc(C(=O)NC3CCCC3)c3ccccc3n2)cc1	?
COC(=O)C1=C(C)N(C2CCCC2)C(=O)C1(NC(C)=O)C(F)(F)F (stereo not drawn)	20.8%
COC1CCN(C(=O)C(C)(C)Oc2nn(CCOc3ccccc3)c3ccccc23)CC1	?
CC(C)c1ccc(C(=O)NCCc2c[nH]c3ccccc23)cc1	-14.0%
CC(=O)NCCC(=O)N1Cc2ccccc2CC2(CCCCN2CC2CCCC2)C1 (stereo not drawn)	?
CCN1CCN(C(=O)c2ccc(Cl)c(S(=O)(=O)N(C)c3ccccc3)c2)CC1	-13.5%
COc1ccc(CN2C(=O)c3ccccc3C2C(=O)NCCc2ccccc2)c(OC)c1 (stereo not drawn)	2.6%
O=C(COc1cc(O)c2c(=O)cc(-c3ccccc3)oc2c1)N1CCCCC1	3.5%
Cc1ccc(S(=O)(=O)N2CCOCC2)s1	8.2%
O=C(CCC[C@@H]1[C@H]2CCCN3CCC[C@@H](CN1Cc1cccnc1)[C@@H]23)Nc1ccncc1	?
CC1=C[C@@H](CNS(=O)(=O)c2ccccc2)[C@H](C(C)C)C[C@H]1CC(=O)NCCN(C)C	15.8%
N#Cc1ccc(CN2CCCC3(CNc4ccccc4[S+](=O)([O-])N3)C2)cc1 (stereo not drawn)	-12.5%
O=C(c1cc2ccccc2[nH]1)N1CCC(c2noc(C3CC3)n2)C1 (stereo not drawn)	?
O=C(Nc1cccc(C(=O)OCc2cc(=O)n3nc(C4CC4)sc3n2)c1)c1ccccc1	9.4%
Cn1nc(C(=O)OCC(=O)Nc2cccc3ccccc23)c2ccccc2c1=O	16.6%
CN(C)S(=O)(=O)c1cccc(C(=O)NCCOC(=O)c2cc(F)c(F)cc2Cl)c1	20.6%
COc1ccc(OC)c(NC(=O)CSC2=Nc3ccccc3C3=NC(CC(=O)NCc4ccco4)C(=O)N23)c1 (stereo not drawn)	-24.3%
Fc1ccc(Oc2nc(-c3ccccn3)nc3ccccc23)cc1	-13.1%&24.0%
CN1Cc2ccc(Nc3ccccc3)nc2C(C)(C(=O)NCc2ccc3c(c2)OCO3)C1 (stereo not drawn)	39.8µM*
CNC(=O)[C@@H]1C[C@@H](O)CN1C1CCN(C(=O)CC2CCCCC2)CC1	11.1%
Cc1ccc(-n2c(SCC(N)=O)nc3c(c2=O)C2(CCCC2)Cc2ccccc2-3)cc1	?
Cc1ccc(C(=O)NC2CCCN(c3cc(-c4ccc(F)cc4)[nH]n3)C2)cc1 (stereo not drawn)	3.0%
Cc1c(NC(=O)Nc2ccc(F)c(Cl)c2)c(=O)n(-c2ccccc2)n1C	10.3%
O=C(NC1CCOC2(CCOCC2)C1)c1cn(CCN2CCNCC2)nn1 (stereo not drawn)	?
O=C(c1nnc(COc2ccc3c(c2)OCO3)n1-c1ccccc1)N1CCC[C@@H]1c1nc2ccccc2[nH]1	?
CN(C)C(=O)c1nc(-c2cccc(C(F)(F)F)c2)c2ccccn12	35.5µM*
COc1ccc(C2c3c(n(C)c4ccccc34)C(=O)N2CC(=O)Nc2ccc(C)cc2Cl)cc1 (stereo not drawn)	?
O=C(Nc1ccc(Cl)cc1Cl)c1cccn2nccc12	31.6µM*
CCC(NC(=O)c1ccc(OC)cc1)c1ccccc1OC(F)F (stereo not drawn)	-8.0%
CCc1ccc(NC(=O)Cn2c(N(C)Cc3ccccc3)nc(C)cc2=O)cc1	-16.3%
CCc1ccccc1NC(=O)c1cnn2c(C(F)(F)F)cc(-c3ccc(OC)c(OC)c3)nc12	-37.7%
O=C(CN1C(=O)C(c2ccc(F)cc2)=NC12CCCCCC2)Nc1ccc(F)c(Cl)c1	9.8%
COc1ccc(CCNC(=O)CN2C(=O)COc3ccc(S(=O)(=O)N4CCCC4)cc32)cc1OC	6.4%
O=C(c1cncc(Br)c1)N1CCCCCC1c1nnc(-c2ccccc2)o1 (stereo not drawn)	-17.5%
COc1ccccc1-c1cc(C(=O)N2CCN(c3ccccc3)CC2)no1	?
CC1=NOC2(CCN(Cc3ccccc3)CC2)C1	-27.5%[86.2 µM]
Nc1nonc1C(=O)N/N=C\c1cc2c(cc1Cl)OCO2	-11.0%
COc1ccc(CN2CCC3(CC2)C(=NC2CCCCC2)NC(=O)N3c2cc(F)cc(F)c2)cc1	4.3%[115 µM]
O=C1CCCC2=C1C(c1cccc(OCc3ccc(Cl)cc3)c1)C1=C(CCCC1=O)O2	-3.5%
Cc1cc(C(=O)N2CCC3(CC2)N=C(CC(C)C)NC3=O)c(C)o1	-7.6%
Fc1cccc(-c2nn3c(CN4CCOCC4)nnc3s2)c1	15.7%
NC(=O)COC[C@@H]1CN(CC2CCCCC2)C[C@H]1c1ccncc1	?
Remaining list, next part.
SMILES	KDM5B inhibitor
CC/C=C(/C)C(=O)N1CCCC(C(=O)NCC2CC2)C1 (stereo not drawn)	17.6%
Cc1cccc(C)c1NC(=O)COC(=O)CC1Sc2ccccc2NC1=O (stereo not drawn)	12.3%
CCCc1nnc2sc(-c3ccc4ccccc4n3)nn12	-0.2%
CN(C)c1ccc(CNC2(Cc3cc(-c4ccccc4)on3)COC2)cc1	-21.0%[86.2 µM]
CCc1ccc2c(CN3CCN(Cc4ccccc4)CC3)cc(=O)oc2c1	-4.2%
CCC1CN(C(=O)N2CCC(C(=O)NCCN(CC)CC)CC2)c2ccccc2O1 (stereo not drawn)	-19.8%
CC(=O)c1cc(Cl)c(C)cc1O	-13.7%
COc1ccc(OC)c(C(=O)Nc2c(O)ccc3ccccc23)c1	-13.5%
N#CCOc1ccc(COc2cccc(C#N)c2)cc1	4.0%
CC(C)CN1CCC[C@H]1c1nc(-c2ccnc(N3CCOCC3)c2)no1	31.6µM*
Cn1ncc(N2CCC(C(=O)N3CCc4ccccc4C3)C2)cc1=O (stereo not drawn)	-18.7%
C[S+](=O)([O-])N1CCn2cc(C(=O)NCc3ccc(Cl)nc3)nc2C1	8.7%[115 µM]
Cc1noc(C)c1S(=O)(=O)NC1CCc2nn(CC3CC3)c(=O)n2CC1 (stereo not drawn)	19.7%
COc1ccccc1-c1nn2c(=O)cc(CN3CCN(C(=O)Nc4ccc(C)cc4Cl)CC3)nc2s1	?
O=C(OCC(=O)N1CCOCC1)c1ccccc1-c1nc2ccccc2s1	-21.7%

KDM5B inhibitor: entries above that show a hit.
SMILES	KDM5B inhibitor
CC(C)C(=O)N[C@H]1[C@H](O)[C@H](O)C[C@@H]1c1ccc(N2CCOCC2)nc1	39.8µM*
CN1Cc2ccc(Nc3ccccc3)nc2C(C)(C(=O)NCc2ccc3c(c2)OCO3)C1 (stereo not drawn)	39.8µM*
CN(C)C(=O)c1nc(-c2cccc(C(F)(F)F)c2)c2ccccn12	35.5µM*
O=C(Nc1ccc(Cl)cc1Cl)c1cccn2nccc12	31.6µM*
CC(C)CN1CCC[C@H]1c1nc(-c2ccnc(N3CCOCC3)c2)no1	31.6µM*

Fetched by structure from the entries so far, 3 records:
SMILES	KDM5B inhibitor
CC(C)CN1CCC[C@H]1c1nc(-c2ccnc(N3CCOCC3)c2)no1	31.6µM*
CCC1CN(C(=O)N2CCC(C(=O)NCCN(CC)CC)CC2)c2ccccc2O1 (stereo not drawn)	-19.8%
CC/C=C(/C)C(=O)N1CCCC(C(=O)NCC2CC2)C1 (stereo not drawn)	17.6%

Further results follow.
SMILES	KDM5B inhibitor
O=C(Nc1cccnc1)N1CCN(c2cnccn2)CC1	-16.6%
Cc1ccc(SCC(=O)NC2(C#N)CCCCCC2)nc1	-10.9%
COc1ccc(-c2nnc([C@H]3CCN(C(=O)c4ccc(OC)c(OC)c4)C3)o2)cc1	?
COc1cc(=O)n2c(c1C(=O)Nc1ccc3c(c1)OCCO3)CCCC2	14.4%
O=C1CCCCC(C(=O)NCCc2ccccc2)N1 (stereo not drawn)	-15.8%
CC(C)(C)c1ccc(NC(=O)CCc2c[nH]c3ccccc23)cc1	-31.7%
COCCn1ncc(N2CCCC(CC(=O)NCc3ccccc3C)C2)cc1=O (stereo not drawn)	4.6%
c1cc(-c2cn[nH]c2)ccn1	5.8%
COCc1nnc(NC(=O)Cn2nc3c(cc2=O)CCCCC3)s1	-3.8%
O=C(NCC1(COc2ccc(C(F)(F)F)cn2)C[C@@H](O)[C@@H](O)C1)c1ccc(F)cc1 (stereo partly drawn)	17.7%
CCOc1c(CNC(=O)C2CCN(C(=O)C3CCCC3)CC2)cccc1OC	13.3%
CCCN(CCC)CC(O)Cn1cc(/C=C/C(=O)c2ccc(OC)cc2)c2ccccc21 (stereo not drawn)	?
O=C1CCN(S(=O)(=O)c2ccccc2)CCCN(C(=O)CCc2nc3ccccc3[nH]2)CCN1	-2.2%
CC(C)CCN1C(=O)CC[C@]2(C(=O)NCc3ccncc3)CCCC[C@@H]12	-8.8%
COCCNC(=O)Cc1csc2nc(C)c(-c3cc(C)n(-c4ccccc4F)n3)c(=O)n12	28.2µM*
CCOC(=O)CNC(=O)c1cc2n(n1)CC(c1ccc(Br)cc1)OC2 (stereo not drawn)	-19.4%
CCc1ccc(S(=O)(=O)N2C[C@@H]3C(=O)N(C(CC)c4cccs4)C(=O)[C@@H]3C2)cc1 (stereo partly drawn)	-17.4%
CC(C)(C)CC(C)(C)NCc1ccc(C(=O)O)cc1	0.4%
Cc1ccc(NC(=O)CSc2nc3n[nH]c(C)c3c(=N)n2-c2cccc(C)c2)cc1	?
COc1cccc([S+](=O)([O-])N2CCC3(CC2)C(=O)NN=C3c2cccnc2)c1	-20.4%
COC(=O)c1cccc(COc2ccc(Cl)cc2Cl)c1	-20.7%
C=CCNC(=O)[C@@H]1CCCN1[C@@H](C(=O)NC)C1CCCCC1	?
CC(=O)c1ccc(-n2cc(-c3ccccc3)cc2-c2ccccc2)cc1	?
CCCN(CC1CCOC1)C(=O)c1ccc(F)cc1F (stereo not drawn)	17.7%
COc1cc(Br)c(C#N)cc1OC	10.1%
Cn1ccc(NC(=O)C2(C)COCc3cnc(Nc4ccccc4)nc32)n1 (stereo not drawn)	-12.0%[86.2 µM]
C#CCNC(=O)CC[C@H]1CNC(=O)[C@@H]2[C@@H](CCN2Cc2csnn2)N1C	2.6%[86.2 µM]

Only part of the results is shown; count on the stated rates, not on these rows.
